High-throughput results deposited in PubChem BioAssay by National Center for Advancing Translational Sciences (NCATS).
CXXC DNA block: inhibitors of human MLL CXXC domain-DNA interaction; MLL-CXXC / FITC-HOXA9 DNA fluorescence polarization; 290,000 compounds, 0.037% hits; Potency, µM (series often up to 115 µM), without a hit: top-dose activity change, negative = inhibition, actives largely listed as inhibitors; AID 2662; active = well fitted inhibition curve with a large enough effect in the polarisation, with a control signal flat, not every such curve was filed as active; inconclusive = small, poorly fitted or top-dose-only effect, or effect the other way, or a change in a side signal; inactive = no such curve, though single readings can be large or run the other way; the % refers to the polarisation
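Purified MLL-CXXC (added from a 7 uM solution) was preincubated 5 min at ambient with pinned compounds in 50 mM Tris-HCl pH 7.5, 50 mM NaCl, 1 mM DTT, 0.05% BSA. Fluorescein-labeled HOX-A9 DNA (50 nM solution) followed, 30 min, then polarization read.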
FLuc counter: firefly luciferase modulation, counter-screen for miR-21 project | P08659 | purified FLuc, Km substrates, luminescence inhibition | Potency, µM (highest dose often 57.5 µM), without a hit: at the top dose activity change, negative = inhibition, most hits filed as inhibitors | 360,000 compounds, 6.9% hits | AID 588342;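 note: plate controls were vehicle for no effect and reference inhibitor for full effect; nearly all actives have a fitted effect of over 55% in size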
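Purified P. pyralis luciferase (10nM final) with 10uM D-luciferin and 10uM ATP (Km levels) in 50mM Tris acetate pH 7.5, 10mM Mg acetate, 0.01% Tween-20, 0.05% BSA; qHTS 6-point titration, ~60 µM downward; luminescence read.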
ELG1 genotoxic: genotoxicity induction in ELG1-luciferase HEK293T cells | 330,000 compounds, 1.3% hits | HEK293T ELG1-luciferase reporter, luminescence, 16 h | Potency, µM (top dose mostly 46 µM), inactives show at the top dose activity change, positive = activation, usual class: activators | AID 504466; note: % of control where 0% means no effect; nearly all actives have a fitted effect of over 60% in size
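ELG1-luciferase HEK293T cells, 2,000/well; compound pinned in; 16 hr, 37 °C, 5% CO2; ONE-Glo, 30 min RT; luminescence on CCD imager.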
p53 reactivator: mutant p53 re-activation in reporter cells; H1299 p53-A138V BP100-luciferase reporter, luminescence, 24 h; Potency, µM (highest dose often 92.2 µM), without a hit: at the highest dose activity change, positive = activation, hits mostly activators; 320,000 compounds, 0.063% hits; note: % of control where 0% means no effect; nearly all actives have a fitted effect of over 45% in size
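H1299 (p53-null), stable ts p53-A138V + BP100-Luc; 1000 cells/well, Opti-MEM/10% FBS; cpd 4 pt, 1:5; 24 h, 37 deg C, 5% CO2; detection reagent 10 min RT; luminescence.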
RORgamma inh: blocks mouse ROR gamma transcriptional activity; P51450; Drosophila S2 Gal4-RORgamma UAS-luciferase reporter, 20 h; Potency, µM (titrated, usually from 53.6 µM), without a hit: at the top dose activity change, negative = inhibition, most hits filed as inhibitors; 310,000 compounds, 5.4% hits; AID 2551; note: % is set by controls: 0 for no effect and ±100 for the full control effect; nearly all actives have a fitted effect of over 60% in size
Target sequence (P51450 whole entry, looked up, the tested form may be a part): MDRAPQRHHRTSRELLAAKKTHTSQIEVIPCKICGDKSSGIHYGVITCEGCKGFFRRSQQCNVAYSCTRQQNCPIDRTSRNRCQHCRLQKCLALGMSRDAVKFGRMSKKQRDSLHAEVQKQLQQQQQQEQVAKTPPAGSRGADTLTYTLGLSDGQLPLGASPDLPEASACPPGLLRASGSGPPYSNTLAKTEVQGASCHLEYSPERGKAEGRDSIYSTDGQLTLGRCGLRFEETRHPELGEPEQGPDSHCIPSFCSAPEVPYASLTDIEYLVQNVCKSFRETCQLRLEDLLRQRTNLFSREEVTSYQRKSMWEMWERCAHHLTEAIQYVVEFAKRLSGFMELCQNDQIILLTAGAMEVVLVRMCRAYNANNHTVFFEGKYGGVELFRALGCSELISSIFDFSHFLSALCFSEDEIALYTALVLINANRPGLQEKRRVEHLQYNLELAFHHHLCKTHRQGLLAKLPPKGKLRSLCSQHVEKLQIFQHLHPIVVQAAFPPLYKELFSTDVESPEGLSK
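Schneider cells (Drosophila), stable Gal4 DBD–ROR gamma + UAS-luc; 1 hr cmpd preincubation; Cu2+ induction 700 uM final; 20 hr ambient; luminescence.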
MBNL1-CUG inh: inhibitors of human MBNL1 binding to CUG repeat RNA | TR-FRET MBNL1-His/biotin-(CUG)12 binding, 665/545 ratio | 280,000 compounds, 0.036% hits | Q9NR56 | Potency, µM (highest dose often 57.5 µM), for the others: top-dose activity change, negative = inhibition, actives largely listed as inhibitors; active = well fitted inhibition curve with a large enough effect in the signal ratio, with a control signal flat, not every such curve was filed as active; inconclusive = small, poorly fitted or top-dose-only effect, or effect the other way, or a change in a side signal; inactive = no such curve, though single readings can be large or run the other way; the % refers to the signal ratio; note: % is set by controls: 0 for no effect and ±100 for the full control effect
Target sequence (Q9NR56 whole entry, looked up): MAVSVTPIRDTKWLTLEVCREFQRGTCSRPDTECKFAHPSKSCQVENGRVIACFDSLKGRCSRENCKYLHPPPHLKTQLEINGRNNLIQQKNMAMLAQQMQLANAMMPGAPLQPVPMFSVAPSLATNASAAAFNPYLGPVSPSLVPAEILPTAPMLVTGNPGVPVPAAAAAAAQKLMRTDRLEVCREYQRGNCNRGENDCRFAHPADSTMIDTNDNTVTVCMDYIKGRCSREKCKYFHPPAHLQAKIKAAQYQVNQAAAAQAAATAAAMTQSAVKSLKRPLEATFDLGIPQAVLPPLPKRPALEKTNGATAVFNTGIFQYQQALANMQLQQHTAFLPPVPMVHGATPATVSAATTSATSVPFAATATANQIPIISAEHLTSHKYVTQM
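TR-FRET between His-tagged MBNL1 and biotin-(CUG)12 RNA, detected with Tb anti-His antibody (0.055 ng/ul) and streptavidin-XL665 (5 nM), 60 min at room temperature. Compounds titrated 92 nM to 58 uM; 665/545 nm ratio normalized to buffer and complex controls.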
uPA generation: blocks generation of uPA at the cell surface; cell surface uPA generation assay, qHTS; Potency, µM (series often up to 38.3 µM), for the others: top-dose activity change, negative = inhibition, actives largely listed as inhibitors; 330,000 compounds, 0.31% hits; active = well fitted inhibition curve with a large enough effect; inconclusive = small, poorly fitted or top-dose-only effect; inactive = no such curve, though single readings can be large or run the other way; tested in mouse RAW 264.7 cells; note: % is set by controls: 0 for no effect and ±100 for the full control effect; nearly all actives have a fitted effect of over 55% in size
Gal4-VP16 FLuc: Gal4-VP16 reporter inhibition counter-screen | Drosophila S2 Gal4-VP16 UAS-luciferase, luminescence, 20 h | AID 2546 | Potency, µM (highest dose often 53.6 µM), without a hit: at the top dose activity, negative = inhibition, actives largely listed as inhibitors | 310,000 compounds, 3.5% hits;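 note: Gal4-VP16 expression switched on by copper sulfate through the metallothionein promoter; % is set by controls: 0 for no effect and ±100 for the full control effect; nearly all actives have a fitted effect of over 50% in size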
Rab9 promoter act: Rab9 promoter activation | AID 485297 | 320,000 compounds, 2.8% hits | Potency, µM (titrated, usually from 9.22 µM), without a hit: top-dose activation, negative = inhibition, most hits filed as activators | Huh7 Rab9 promoter-luciferase reporter, luminescence, 24 h; note: % of control where 0% means no effect; nearly all actives have a fitted effect of over 60% in size
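Cells were plated at 1500 per well in reduced-serum medium with 10% FBS and left 2 h. Compound in DMSO was then added for 24 h at 37 °C. Reporter signal was read by luminescence after 10 min with luciferase detection reagent.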
NPC1 promoter act: activates the NPC1 promoter; Huh7 NPC1 promoter luciferase reporter, 24 h; Potency, µM (top dose mostly 9.22 µM), without a hit: at the highest dose activation, actives largely listed as activators; 320,000 compounds, 2.4% hits; AID 485313;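 note: % of control where 0% means no effect; nearly all actives have a fitted effect of over 60% in size; reporter is driven by a mutant NPC1 promoter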
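Stably transfected Huh7 (NPC1 promoter→luciferase), 1500 cells/well in Opti-MEM + 10% FBS, 2 h settle, then compound 24 h at 37 °C. Luminescence after 10 min with Amplite reagent.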
BRCA1 expr act: BRCA1 expression activation. MCF7-BRCA1-FFLuc reporter, luminescence, 48 h; response scale: scaled: vehicle 0%, 10 µM genistein 100%. AID 624202. 380,000 compounds, 1.1% hits. Potency, µM (titrated, usually from 46.1 µM), for the others: at the top dose activation, actives largely listed as activators; note: nearly all actives have a fitted effect of over 80% in size; some results filed as inactive show a strong effect at the top dose
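Cells: MCF7-BRCA1-FFLuc, 2000/well. Exposure: 48 h, 37 °C, 5% CO2. Read: luminescence, 15 min post-substrate. Controls: genistein 10 microM (maximal activation), DMSO (neutral).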
* = called active by the depositor; u = inconclusive; x = no result given; [ ] = remark or other dose. Unless noted, calls come from the whole dose curve; as a rule, active = well fitted curve in the direction sought with a large enough effect; inconclusive = small, poorly fitted or top-dose-only effect, or another doubt; inactive = no such curve, though single readings can be large; an effect the other way counts as inactive or inconclusive. Potency is the fitted concentration of half-maximal effect. Not all compounds are listed; the hit share may differ from the screen's.

SMILES | CXXC DNA block | FLuc counter | ELG1 genotoxic | p53 reactivator | RORgamma inh | MBNL1-CUG inh | uPA generation | Gal4-VP16 FLuc | Rab9 promoter act | NPC1 promoter act | BRCA1 expr act
COc1cc(/C=C2\SC(N)=NC2=O)cc(Br)c1O | 45.2%[activator] | -10.2% | 1.9% | x | -9.4% | u | 12.5% | -12.6% | -3.4% | 0.0% | 2.3%
CCSc1nnc(NC(=O)Nc2cccc(C)c2)s1 | 0.1% | 10.7µM* | -9.1% | 11.5% | 6.0% | x | 4.0% | -12.0% | u | u | 5.4%
COc1cccc(CNc2nc3ccccc3n2CCN2CCCCC2)c1OC | 8.3% | -5.7% | -10.6% | 11.5% | 18.5% | u | -5.8% | -14.9% | 1.5% | -3.5% | -20.4%
CCOC(=O)CNc1nc(C(C)(C)C)nc2c1nnn2Cc1ccccc1 | -19.3% | 2.1% | -3.1% | x | u | -0.6% | -10.5% | u | -0.2% | -4.1% | 0.2%
O=C(NNC(=O)c1cccs1)c1ccc(Cl)cc1 | -1.8% | u | u | u | 6.9% | x | 1.9% | 18.5% | u | 14.5% | u
COc1ccc(/C=N/NC(=O)c2nnn(-c3nonc3N)c2-c2cccs2)cc1OC | 8.4% | 19µM* | -11.0% | -3.2% | -5.4% | u | -4.2% | -27.2% | 10.8% | -0.3% | 9.7%
Cn1c(N)c(C(=O)NCc2ccccc2)sc1=S | 1.3% | -0.1% | -0.6% | -2.8% | u | u | 3.5% | 20.2% | -3.6% | -2.5% | -0.2%
O=C(c1cc(-c2cccs2)nc2ccccc12)N1CCN(S(=O)(=O)c2ccccc2)CC1 | 15.9% | u | -2.7% | -1.7% | -17.5% | 23.3% | x | -11.1% | -5.0% | -1.8% | -31.4%
CCc1nc(NCCCCCO)c2nnn(Cc3ccccc3F)c2n1 | -3.9% | 5.5% | -2.9% | 2.6% | u | -8.2% | -10.4% | -4.0% | 0.2% | 1.5% | -14.9%
COc1ncnc2c1N=C1CC(C)(C)CC(N)=C1S2 | u | 2.5% | -3.1% | -2.8% | -16.5% | u | x | 0.5% | 6.9% | -1.8% | -10.7%
COc1cccc(NC(=O)CSc2nnc(CNC(=O)c3ccco3)n2C)c1 | x | -1.8% | 1.7% | 1.8% | x | x | -3.5% | x | -2.8% | 0.8% | -5.8%
Cc1[nH]c(=O)c(C#N)c2c1CCCC2 | 4.1% | -4.8% | 6.3% | 6.5% | 45.5% | -6.7% | x | 0.7% | -8.2% | -1.1% | -3.1%
Cc1cc(Cl)ccc1OCC(=O)NNC(=O)c1cnccn1 | -17.9% | 16.9µM* | 2.4% | 1.6% | 7.08µM* | 16.6% | 0.1% | u | -9.5% | -0.8% | -1.6%
CN(C)CCN(CC1CCCN(Cc2ccccc2F)C1)C(=O)c1ccc(F)cc1 (stereo not drawn) | -6.6% | -2.1% | 2.0% | 20µM* | -24.3% | 1.1% | -1.5% | -7.8% | -0.6% | -3.2% | -6.6%
CC(C)NC(=S)NC(=O)c1ccc(-c2ccccc2)cc1 | 5.5% | u | 17.0% | u | 2.51µM* | -17.6% | -2.5% | 3.16µM* | 0.2% | 1.0% | -12.5%
COc1ccc(Br)cc1S(=O)(=O)n1nc(C)cc1C | 2.8% | 2.3% | 4.1% | x | 15.5% | -0.2% | -7.2% | -2.3% | -1.9% | -0.3% | -11.7%
COc1cc(-c2nc(-c3ccccn3)no2)cc(OC)c1OC | 0.6% | u | u | 9.4% | u | 3.7% | -15.6% | 3.1% | 28.4% | u | 7.94µM*
O=c1c2ccccc2nc(-c2ccc(Cl)cc2Cl)n1O | -11.3% | -15.3% | 0.2% | -1.3% | 10µM* | -6.6% | -0.1% | u | 19.1% | -1.9% | 9.7%
Cc1nnc(SCC(=O)Nc2nc(C(C)(C)C)cs2)s1 | -7.5% | -0.9% | -1.9% | -1.4% | 16.4% | -2.5% | -5.3% | -7.7% | -2.8% | -1.1% | -6.0%
O=C(NCCCn1ccnc1)c1cc(C2CC2)on1 | -0.3% | 0.9% | -0.3% | 2.9% | -1.1% | -1.7% | 7.5% | -11.7% | -3.1% | 2.5% | -2.4%
CCCCC(=O)Nc1ccc(C(=O)NN2C(=O)c3ccccc3C2=O)cc1 | -3.0% | 0.1% | -9.0% | u | -0.4% | 19.6% | x | 16.9% | -7.4% | 0.1% | 4.3%
Fc1ccc(N2CCN(c3cnc4ccccc4n3)CC2)cc1 | 1.3% | 10.7µM* | u | u | 10.0% | 6.9% | 16.0% | -17.0% | 3.55µM* | 2.82µM* | u
CC(C)(C)NC(NC(=O)Cc1ccccc1)C(Cl)(Cl)Cl (stereo not drawn) | 10.2% | 1.5% | 0.5% | -0.9% | 3.1% | 1.0% | 6.0% | -1.7% | 0.0% | -4.5% | 2.8%
O=C(CSc1cccc2cccc(Cl)c12)OCC(=O)N1CCN(C(=O)c2ccco2)CC1 | 11.4% | u | 0.9% | -0.4% | 3.2% | 25.3% | 3.1% | 7.1% | 2.2% | 0.9% | 34.3%
C=CCN1c2ccccc2[C@]23C[C@@H](C(=O)OC)N(C(=O)CC(C)C)C2=NC(C(=O)OC)=C(C(=O)OC)[C@H]13 | -4.8% | 0.0% | -2.9% | 0.2% | -5.3% | 0.8% | -6.1% | 2.9% | 0.8% | -12.0% | -14.4%
CCOC(=O)c1[nH]c(C)c(/C(O)=C2\C(=O)C(=O)N(CCCN(C)C)C2c2ccncc2)c1C (stereo not drawn) | 7.2% | -0.4% | 1.4% | 15.5% | 1.9% | -5.1% | x | -5.5% | 0.4% | 1.6% | x
Cc1nc(NC(=O)CN(C)S(=O)(=O)c2ccc(Br)cc2)sc1C | -3.5% | 1.5% | -9.2% | -0.8% | 37.6% | -8.2% | x | 0.2% | 1.1% | -1.5% | -32.2%
Cc1nc2c(cc1C(=O)N/N=C/c1ccc(O)c(O)c1)c(=O)n(C)c(=O)n2C | 2.1% | 0.3% | 9.0% | 10.0% | -13.2% | u | -4.4% | u | -6.9% | -2.1% | -0.7%
CC(C)(C)N1CC(c2nc3ccccc3n2Cc2ccc(Cl)cc2)CC1=O (stereo not drawn) | -3.4% | 1.5% | -6.3% | -11.4% | -15.1% | 5.5% | x | -3.8% | -0.3% | -1.3% | 11.8%
COc1ccc(NC(=O)CN(C)CC(=O)Nc2ccc(Cl)cc2[N+](=O)[O-])cc1 | 0.3% | 0.9% | -1.4% | 0.3% | u | u | -7.2% | -2.6%[10 µM] | -12.0% | -5.2% | -4.8%
COc1ccccc1C(=O)NNC(=O)C1CCCO1 (stereo not drawn) | 5.0% | 4.6% | 2.3% | 3.7% | 11.2µM* | -3.0% | 0.8% | 9.2% | -2.4% | -0.2% | -9.2%
COC(=O)C1=C(C)Nc2nnnn2C1c1cccs1 (stereo not drawn) | 0.4% | 5.3% | -2.9% | u | -0.5% | 1.0% | 1.9% | -5.4% | -1.5% | -4.6% | -1.6%
COc1cc(OC)c(/C=N/NC(=O)COc2cccc3cccnc23)c(OC)c1 | 1.5% | u | 1.9% | -0.8% | -8.3% | -6.4% | -4.8% | 4.9% | -0.9% | -5.8% | -15.7%
CC(C)CC(COCc1cccc(Cl)c1)N1CCN(C(=O)c2cccc(C(F)(F)F)c2)CCC1=O (stereo not drawn) | -11.6% | 3.2% | -1.8% | -0.7% | 1.2% | 10.7% | 2.4% | -3.6% | -4.4% | 1.6% | -15.0%
COc1cc(/C=C/C(=O)O)cc(S(=O)(=O)Nc2ccc3[nH]c(=O)[nH]c3c2)c1OC | 4.9% | 0.6% | -6.0% | -0.6% | -3.8% | 10.8% | -0.3% | 6.8% | 3.2% | -5.6% | 2.3%
Nn1c(SCC(=O)Nc2ccc(OC(F)F)cc2)nnc1-c1ccco1 | x | -2.6% | -8.4% | -4.7% | x | x | -21.0% | x | 2.3% | 5.0% | -1.4%
CCOC(=O)Cn1c(=O)c2c(nc(Br)n2CC(=O)OCC)n(C)c1=O | 0.2% | -0.1% | -1.4% | 6.4% | 16.4%[10 µM] | 9.1% | -2.7% | -4.9% | 0.7% | -1.7% | -8.2%
